Lipid storage S3 = qHTS Assay for Lipid Storage Modulators in Drosophila S3 Cells | Drosophila S3 cells, BODIPY lipid droplet fluorescence, 18-24 h; cells fed with added oleic acid | lipid storage change, negative = inhibition, % at the top dose, mostly 46.1 µM; hits show Potency in µM | hit rate 0.64% among 320,000 | AID 2685; active = well fitted inhibition curve with a large enough effect in the signal ratio, with a control signal flat, not every such curve was filed as active; inconclusive = small, poorly fitted or top-dose-only effect, or effect the other way, or a change in a side signal; the % refers to the signal ratio
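Drosophila S3 cells got compounds at several concentrations plus oleic acid (400 uM solution). Laser-scanning cytometry with 488 nm excitation read lipid droplets at 500-530 nm and cells at 575-640 nm. Percent activity was relative to 20 uM Triacsin C.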
Lipid storage S3 cell count max = further read-out of Lipid storage S3, marked with its call; cell number change, %; measured here: cell count max response;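 cells counted by Cell Tracker Red CMTPX staining in the red channel; peak over a dose series mostly up to 46.1 µM; percent activity relative to internal control wells on each plate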
Active calls of the source: *; i = inactive; ? = inconclusive; / = not tested or not shown; [ ] = another dose, or the depositor's remark. % is scaled to controls: 0 for no effect and ±100 for the full control effect; potency is read from the fitted curve at half-maximal effect.

SMILES	Lipid storage S3	Lipid storage S3 cell count max
CC1=N/C(=C/c2cccnc2)C(=O)O1	0%	0
COc1cccc2c1OCC(C(=O)OCc1cccnc1)=C2	0%	-24
O=C(c1ccc(S(=O)(=O)NCc2ccco2)cc1)N1CCN(Cc2ccccc2F)CC1	i	-11
Cc1cc(C)c(S(=O)(=O)c2cccc(Cl)c2)c(Cl)n1	?	/
COc1cc(NS(=O)(=O)c2ccc(NC(=O)c3cccnc3)cc2)ncn1	-16%	-11
c1ccc(Nc2nc(-c3cccnc3)cs2)nc1	-15%	-14
O=C1NCCN(Cc2ccc(Cl)c(F)c2)C1CC(=O)N1CCCCO1 (stereo not drawn)	7%	6
COc1ccc(NC(=O)c2cnn3c(C(F)(F)F)cc(-c4ccco4)nc23)cc1OC	?	/
CN(c1ncc(C(F)(F)F)cc1Cl)n1cc(C(N)=O)c2ccccc2c1=O	?	/
Cc1cc(C)c(S(=O)(=O)Nc2nnc(C3CCCCC3)s2)c(C)c1	i	/
CCCc1cc2c(cc1NC(=O)c1ccccc1C)OCO2	-2%	-12
CCN1CCN(C(=O)CCNC(=O)Cn2ccc3ccccc3c2=O)CC1	0%	1
C=CCNC(=S)N/N=C1\CCS(=O)(=O)c2ccccc21	3%	-1
CC(C)CCN(C(=O)c1cc(=O)[nH]c2ccccc12)c1c(N)n(Cc2ccccc2)c(=O)[nH]c1=O	?	/
Nc1nc2ccccc2nc1N	i	/
CC1CC(=O)N(CC(=O)Nc2cccc(F)c2)c2ccccc2S1(=O)=O (stereo not drawn)	?	/
COCCn1c(-c2ccccc2F)n[nH]c1=S	i	/
CCc1nc(SCc2ccc(Br)cc2)n[nH]1	?	/
COc1cc(Cn2c(-c3nonc3N)nc3ccccc32)ccc1C	?	/
COc1cc(F)ccc1S(=O)(=O)n1c(C)nc2ccccc21	-1%	8
Cc1ccccc1NS(=O)(=O)c1cc(C(=O)N2CCCC2)ccc1Cl	?	/
CCc1ccccc1NC(=O)CC(NCc1ccccc1)C(=O)O (stereo not drawn)	i	9
Cc1ccc(C)c(CN2C(=O)c3ccccc3S(=O)c3ccc(C(=O)N4CCN(c5ccccn5)CC4)cc32)c1 (stereo not drawn)	?	/
Cc1ccc(C(=O)N2C(=O)C(c3ccccc3)Oc3ccccc32)cc1 (stereo not drawn)	?	/
COCCn1nnnc1C(c1cc2cc(C)ccc2[nH]c1=O)N1CCc2ccccc21 (stereo not drawn)	i	/
Cc1ccc2oc3c(c(=O)c2c1)C(c1cccc(O)c1)N(c1ccccn1)C3=O (stereo not drawn)	?	/
Cc1ccccc1Cn1nc(C)c(NC(=O)C2(C)CC2(Cl)Cl)c1C (stereo not drawn)	?	/
C/C(=N/NC(=O)CC(=O)N/N=C(\C)c1ccc([N+](=O)[O-])cc1)c1ccc([N+](=O)[O-])cc1	?	/
COc1cccc(CNC(=O)c2ccccc2N)c1	?	/
Cc1ccc(NC(=O)CCCC(=O)O)c(Br)c1	?	/
COc1ccc(-n2c(N)c(C(=O)Nc3c(C)n(C)n(-c4ccccc4)c3=O)c3nc4ccccc4nc32)cc1	4%	4
O=C(NCC(c1ccco1)N1CCOCC1)c1ccc(Cl)cc1 (stereo not drawn)	12%[0.0737 µM]	-12
CCOP(=O)(NC12CC3CC(CC(C3)C1)C2)NC12CC3CC(CC(C3)C1)C2	12%	16
O=C(CCN1CCCCCC1)c1ccccc1	-1%	-7
CCOc1ccccc1NC(=O)C(OC(=O)c1ccccc1O)c1ccccc1 (stereo not drawn)	11%	17
CCCOC(=O)c1ccc(NC(=O)CCOc2ccccc2)cc1	?	/
O=C(O)CSc1cc(C(=O)c2ccccc2O)cn2c(=O)c3c4c(sc3nc12)CCCC4	-22%	0
Cc1cc(C)n(CC(=O)N2CCc3ccccc32)c(=O)c1C#N	i	-18
C/C(CC(=O)N1CCN(C=O)CC1)=N\NC(=O)c1cc2ccccc2cc1O	?	/
CCc1ccc(NC(=S)N(Cc2cccc(Br)c2)CC2CCC(C(=O)O)CC2)cc1 (stereo not drawn)	-1%	4
Cc1ccc(/C=C2\NC(=S)NC2=O)cc1[N+](=O)[O-]	?	/
COc1ccc(C2c3ccc4ccccc4c3Oc3ncn(CCCN(C)C)c(=N)c32)cc1 (stereo not drawn)	-3%	-37
CCNC(=S)NNC(=O)c1cc(-c2cc(C)ccc2C)nc2ccccc12	-15%	0
CCC(C)(C)NC(=O)CN(C(=O)CNS(=O)(=O)c1ccc(F)cc1)c1ccc2c(c1)OCCO2	?	/
COc1ccc(OC)c(/C=N/NC(=O)c2ccc(Cn3cc([N+](=O)[O-])cn3)o2)c1	?	/
O=C(CCC(=O)c1ccc(F)cc1)NN1C(=O)NC2(CCCCC2)C1=O	-4%	3
CCC1CCCCN1C(=O)CSc1nc(C)cc(C)n1 (stereo not drawn)	?	/
Cc1csc(NC(=O)c2cc3c(s2)CCCCC3)n1	?	/
Cc1cccc(N(C(=O)c2ccco2)C(C(=O)NC2CCCC2)c2cccnc2)c1C (stereo not drawn)	i	17
Cc1cccc(-n2c(O)c(C=Nc3ccccc3O)c3ccccc3c2=O)n1	?	/
COc1cccc(CNC(=O)Cn2ccc([N+](=O)[O-])n2)c1	?	/
Cc1cc(=O)oc2cc(OC(=O)c3cncc(Br)c3)ccc12	-18%	6
COCc1nnc(NC(=O)CCS(=O)(=O)c2ccccc2)s1	?	/
COc1ccccc1N1CCN(C2CCN(S(=O)(=O)c3ccc(NC(C)=O)cc3)CC2)CC1	5%	18
CC1SC(c2ccccc2)N(CC(O)c2ccc([N+](=O)[O-])cc2)C1=O (stereo not drawn)	-7%	-7
O=c1cc(C(F)(F)F)[nH]c(=S)n1-c1ccccc1	?	/
CC(=O)Nc1cc(NC(C)=O)cc(C(=O)NCC2(N3CCOCC3)CCCCC2)c1	10%	5
CCOc1ccc2ccccc2c1C1NC(=O)N(C)C(C)=C1C(=O)OCCOC (stereo not drawn)	16%	/
COc1cc(/C=N/O)ccc1OCc1ccc(Cl)cc1	?	/
COC(=O)c1sc(NC(=S)NNC(=O)c2c(Br)c(C)nn2C)c(C(=O)OC)c1C	?	/

2 of these compounds in another layout:
COc1ccccc1N1CCN(C2CCN(S(=O)(=O)c3ccc(NC(C)=O)cc3)CC2)CC1
  Lipid storage S3: 5%
  Lipid storage S3 cell count max: 18
COc1cc(/C=N/O)ccc1OCc1ccc(Cl)cc1
  Lipid storage S3: ?
  Lipid storage S3 cell count max: /

Remaining list, next part.
SMILES	Lipid storage S3	Lipid storage S3 cell count max
COc1ccc(CCNC(=O)CCCn2c(=O)c3cccn3c3cccnc32)c(OC)c1OC	?	/
CCO/N=C(/c1nonc1N)N1CCN(c2ccc([N+](=O)[O-])cc2)CC1	?	/
Cn1c(=O)c2c(ncn2Cc2ccc(Cl)c(Cl)c2)n(C)c1=O	?	/
CCN(CC(=O)Nc1c(F)cccc1F)C(=O)c1ccc(COc2ccccc2)cc1	?	/
OCC[C@@H]1C[C@H](O)[C@@H](O)[C@@]2(OCc3ccccc32)O1	?	/
O=C(O)c1cccc(NC(=O)c2cn(-c3ccccc3)nc2-c2cc3ccccc3o2)c1	0%	-23
O=C(NCCSCc1ccco1)c1ccc(CN2CCOCC2)cc1	?	/
O=C(NCc1ccc(F)cc1)c1ccc(CS(=O)(=O)Cc2ccccc2F)o1	-12%	-6
Cc1cc(C2C(C#N)=C(N)OC3=C2C(=O)CCC3)c(C)s1 (stereo not drawn)	?	/
CC(=NC1CC1)c1c(-c2ccccc2)[nH]n(-c2nc3ccccc3s2)c1=O	?	/
NS(=O)(=O)c1ccc(CCNCc2ccccc2OCc2ccc(F)cc2)cc1	0%	2
CCCn1c(SCC(=O)c2cc(OC)ccc2OC)nc2c1c(=O)n(C)c(=O)n2C	-4%	-1
N#Cc1c(NC(=O)Cn2c(=O)oc3ccccc32)oc(-c2ccccc2)c1-c1ccccc1	i	-1
O=C(O)c1ccc2c3c(cccc13)C(=O)N(OS(=O)(=O)c1ccccc1)C2=O	?	/
O=C(NNC(=S)Nc1ccccc1)c1cccnc1	i	-9
Cc1sc2nc(CSCC(=O)Nc3c(Cl)cccc3Cl)[nH]c(=O)c2c1C	9%	3
Cc1ccc(-n2nc3c(N4CCC(C(=O)NCc5ccccc5C)CC4)nnc(C)c3c2C)cc1	?	/
Cc1c(Cl)cccc1NC(=O)CSc1nnc(CCNC(=O)OC(C)(C)C)o1	25%	1
COc1ccc(-c2nnn(CC(=O)c3ccc4c(c3)OCCO4)n2)cc1OC	3%	-1
COc1ccc(-c2cc(=O)oc3cc(OCC(=O)c4cccc([N+](=O)[O-])c4)ccc23)cc1	?	/
CCCC(c1nnnn1C(C)(C)CC)N1CCN(C2CCCC2)CC1 (stereo not drawn)	?	/
CC(=O)c1c(C)[nH]c(C(=O)OCc2ccccc2F)c1C	?	/
COc1cccc(SCc2noc(C(=O)NCc3ccccc3)c2C(=O)NCc2ccccc2)c1	?	/
CCN(CC)S(=O)(=O)c1ccc(N/N=C/c2ccccc2OCC(=O)O)c([N+](=O)[O-])c1	-23%	13
CCN1C(=O)[C@@H]2[C@H](C1=O)[C@@H]1C(=O)Nc3ccccc3C(=O)N1[C@@H]2c1ccc(OC)cc1	?	/
O=C(CN(C(=O)c1ccccc1Cl)N1C(=O)CCCC1=O)c1ccc(Cl)cc1	-6%	0
O=C1Nc2ccccc2SC1c1ccccc1 (stereo not drawn)	2%	-3
Cc1ccc2[nH]c(=O)c(CN(Cc3ccco3)C(=O)CN3CCCC(C)C3)cc2c1 (stereo not drawn)	-2%	9
O=C(CNC(=O)c1ccccc1Cl)N/N=C/c1ccc([N+](=O)[O-])s1	?	/
COc1ccccc1NC(=O)Nc1nc(CC(=O)Nc2ccc(F)c(F)c2)cs1	?	/

Two neighbouring records from above, for reference:
SMILES	Lipid storage S3	Lipid storage S3 cell count max
O=C(CNC(=O)c1ccccc1Cl)N/N=C/c1ccc([N+](=O)[O-])s1	?	/
COc1ccccc1NC(=O)Nc1nc(CC(=O)Nc2ccc(F)c(F)c2)cs1	?	/

The listing picks up, repeating the 4 entries before the break.
SMILES	Lipid storage S3	Lipid storage S3 cell count max
O=C1Nc2ccccc2SC1c1ccccc1 (stereo not drawn)	2%	-3
Cc1ccc2[nH]c(=O)c(CN(Cc3ccco3)C(=O)CN3CCCC(C)C3)cc2c1 (stereo not drawn)	-2%	9
O=C(CNC(=O)c1ccccc1Cl)N/N=C/c1ccc([N+](=O)[O-])s1	?	/
COc1ccccc1NC(=O)Nc1nc(CC(=O)Nc2ccc(F)c(F)c2)cs1	?	/
c1ccc(-n2cnnc2SCc2cn3ccccc3n2)cc1	28%	4
NC(=O)c1ccc(Oc2cccc3cccnc23)c([N+](=O)[O-])c1	3%	14
COc1ccc(NS(=O)(=O)c2ccc(N3C(=O)CCC3=O)cc2)cc1	?	/
Cc1ccc(C)c(NC(=O)C2CCCN2/C=C/C(=O)C(F)(F)F)c1 (stereo not drawn)	0%	16
CCC(C)NC(=O)CSc1nc2ccccc2c(=O)n1CCCN1CCCCC1 (stereo not drawn)	24%	-2
O=S(=O)(Cc1ccc(Cl)cc1)NCC1CCCO1 (stereo not drawn)	?	/
Cc1ccc(C)c(N2CCN(S(=O)(=O)c3ccc4c(c3)NC(=O)CS4)CC2)c1	?	/
O=C(NN1C(=O)c2ccccc2NC1c1ccoc1)c1ccccc1 (stereo not drawn)	-10%	-11
O=C(CSc1nnc(Cc2cc(=O)[nH]c(=O)[nH]2)n1-c1ccc(F)cc1)NC1CCCC1	?	/
O=C(c1cc([N+](=O)[O-])ccc1Cl)N1CCN(c2ccc(F)cc2)CC1	7%	6
CC(C)C(c1nnnn1C1CCCC1)N1CCc2ccccc21 (stereo not drawn)	?	/
Cc1[nH]c2ccccc2c1[C@H]1[C@@H](CC#N)C1(C)C	i	/
N#Cc1cc2c(nc1SCC(=O)N1CCCCC1)CCCCC2	?	/
CCCCC(=O)NC(=S)Nc1ccccc1N1CCCCC1	?	/
O=S(=O)(Nc1ccc(F)cc1)c1ccc(NS(=O)(=O)c2cccs2)cc1	3.7µM*	5.2*
CN(Cc1ccccc1)S(=O)(=O)c1ccc2[nH]c(=O)ccc2c1	17%	11
COC(=O)c1cccc(NC(=O)c2ccc(OC)c(Cl)c2)c1	-4%[9.22 µM]	10
Cc1ccc(S(=O)(=O)N2CCCCC2)cc1NC(=O)C1CC(=O)N(Cc2ccco2)C1 (stereo not drawn)	?	/
CC(C)(C)NC(=O)CCSc1nnc(-c2ccco2)o1	?	/
CCN1CCCc2cc(CN(CCN3CCOCC3)C(=S)Nc3cccc(C)c3)ccc21	-1%	4
COC(=O)/C=C/c1ccccc1CN1[C@@H](CC(=O)OC)c2ccccc2S1(=O)=O	?	/
N#Cc1nc(-c2ccco2)oc1NCc1ccc(F)cc1	i	4
CCOC(=O)N1CCC(Nc2c(-c3ccc(C)c(C)c3)c(=O)c2=O)CC1	?	/

Looked up one by one from the entries so far:
SMILES	Lipid storage S3	Lipid storage S3 cell count max
CN(Cc1ccccc1)S(=O)(=O)c1ccc2[nH]c(=O)ccc2c1	17%	11
Cc1ccc(S(=O)(=O)N2CCCCC2)cc1NC(=O)C1CC(=O)N(Cc2ccco2)C1 (stereo not drawn)	?	/

An excerpt; count on the stated rates, not on these rows.
